Screening results from PubChem.
WRN inhibitor = qHTS for Inhibitors of WRN Helicase; AID 651768, 2012; 0.46% of 360,000 active; Bifunctional 3'-5' exonuclease/ATP-dependent helicase WRN (Homo sapiens), Q14191; Potency, µM (series often up to 114 µM), for the others: at the highest dose activity change, negative = inhibition, most hits filed as inhibitors; WRN helicase unwinding, fluorescent forked duplex, kinetic; also: potency is read from the fitted curve at half-maximal effect; % is scaled to controls: 0 for no effect and ±100 for the full control effect; nearly all actives have a fitted effect of over 55% in size
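Kinetic red-fluorescence monitoring (525/598 nm) tracks WRN helicase activity after 100 nM fluorophore-quencher forked duplex and 2 mM ATP are added to 20 nM enzyme pretreated 15 min at room temperature with compound.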
GLP1R cytotox = qHTS of GLP-1 Receptor Inverse Agonists: Cytotox Screen; HEK293 cAMP-luciferase reporter cells, luminescence, 24 h; Potency, µM (top dose mostly 38.3 µM), inactives show at the highest dose activity change, negative = inhibition, most hits filed as inhibitors; 0.13% of 410,000 active;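 also: loss of luciferase light is scored as toxicity; potency is read from the fitted curve at half-maximal effect; % is scaled to controls: 0 for no effect and ±100 for the full control effect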
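Here, cytotoxicity is scored as loss of luminescence. The MLSMR collection was tested on cells seeded in medium containing 10% Nu serum, with a 24 hr compound exposure preceded by 12 hours of culture.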
PI5P4Ka inh = qHTS for Inhibitors of phosphatidylinositol 5-phosphate 4-kinase (PI5P4K); 1.2% of 330,000 active; max response, %; PI5P4Kalpha enzyme, ADP-Glo luminescence, 60 min; hits give low values; Phosphatidylinositol 5-phosphate 4-kinase type-2 alpha (Homo sapiens), P48426; active = max response of -50% or lower; inconclusive = between -30% and -50%; inactive = -30% or higher; also: value at the top dose of about 77 µM; % is scaled to controls: 0 for no effect and ±100 for the full control effect
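Reactions run in 0.038 M HEPES pH 7.4, 0.28 mM EGTA, 0.1% CHAPS and 5% DMSO, with PI5P4Kalpha, substrate, compound and 5 microM ATP final, one hour at room temperature. Readout is ADP-Glo luminescence.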
GLP-1R inv ag = qHTS of GLP-1 Receptor Inverse Agonists (Inhibition Mode); Glucagon-like peptide 1 receptor (Homo sapiens), P43220; 1.6% of 410,000 active; HEK293 GLP-1R CRE-luciferase, luminescence, 24 h; GLP-1R form is constitutively active; Potency, µM (series often up to 38.3 µM), for inactives: at the highest dose activity change, negative = inhibition, most hits filed as inhibitors; also: potency is read from the fitted curve at half-maximal effect; % is scaled to controls: 0 for no effect and ±100 for the full control effect; nearly all actives have a fitted effect of over 55% in size
Target sequence (P43220 whole entry, looked up): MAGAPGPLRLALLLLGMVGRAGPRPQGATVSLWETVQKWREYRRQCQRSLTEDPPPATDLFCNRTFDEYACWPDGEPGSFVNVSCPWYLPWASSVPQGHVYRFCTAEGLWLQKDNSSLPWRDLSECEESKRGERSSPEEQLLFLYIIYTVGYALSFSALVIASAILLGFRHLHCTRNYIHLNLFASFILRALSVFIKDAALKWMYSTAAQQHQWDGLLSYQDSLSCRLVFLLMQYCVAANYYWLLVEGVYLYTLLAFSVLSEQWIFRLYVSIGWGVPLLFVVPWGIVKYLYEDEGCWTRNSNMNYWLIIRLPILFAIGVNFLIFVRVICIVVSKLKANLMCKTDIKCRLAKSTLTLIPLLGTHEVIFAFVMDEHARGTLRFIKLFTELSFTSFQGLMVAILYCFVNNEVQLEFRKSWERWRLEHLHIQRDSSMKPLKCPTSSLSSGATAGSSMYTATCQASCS
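Stable HEK293 clone (constitutively active GLP-1R + cAMP-response luciferase); 200 cells/uL plated, 12 h pre-culture, compound 24 hr, 37 deg C/5% CO2; detection reagent 12 min RT; luminescence.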
IL2 activator = qHTS of IL-2 Activators; activation, % (series mostly up to about 46 µM); 0.065% of 360,000 active; IL-2 activation reporter assay, cell-based qHTS; stimulated with anti-CD3/CD4/CD28 beads; in transgenic mouse T cells; AID 652025, 2013; in the data active = activation above about 50%; inconclusive = mostly about 30% to 49%; also: 0% is about no effect
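Readout: EGFP and DsRed signals by fluorescent plate cytometry. Unstimulated transgenic mouse T cells received compound 60 min before antibody-bead stimulation, then incubated 18 h at 37 degrees C.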
DRD3 agonist = qHTS of D3 Dopamine Receptor Agonist: qHTS. D(3) dopamine receptor (Homo sapiens), P35462. D3R DiscoveRx beta-arrestin cells, luminescence, 90 min. max activation, %. 0.58% of 410,000 active. AID 652048, 2013; in the data active = max activation above about 30%; also: 0% is about no effect; mostly tested at two doses, the higher about 12 µM
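Cells at 1500/well, incubated overnight, then treated with pinned compounds (dopamine as control) for 90 min at 37 degrees C. DiscoveRx reagent added for 30 - 60 minutes at room temperature; luminescence read.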
DRD3 antagonist = qHTS of D3 Dopamine Receptor Antagonist: qHTS. D3R cells, DiscoveRx beta-arrestin luminescence, antagonist mode; hits give low values. max response, negative = inhibition, %. AID 652054, 2013. 2.5% of 360,000 active; in the data active = max response below about -50%; inconclusive = no clear call, values can overlap the other calls; also: % is scaled to controls: 0 for no effect and ±100 for the full control effect; mostly tested at two doses, the higher about 12 µM
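Cells expressing the human receptor were seeded at 1500 cells/well, incubated overnight at 37 degrees C in 5% CO2, then exposed to library compounds with dopamine controls for 90 minutes at 37 degrees C before luminescent detection.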
GLP-1R agonist = qHTS of GLP-1 Receptor Agonists. Potency, µM (series often up to 45.6 µM), for the others: top-dose activation, most hits filed as activators. HEK293 GLP-1R CRE-luciferase, luminescence, 4-6 h; cells express a hypersensitive GLP-1R form. 0.007% of 380,000 active. AID 624172, 2012. Glucagon-like peptide 1 receptor (Homo sapiens), P43220; also: potency is read from the fitted curve at half-maximal effect; % of control where 0% means no effect
PLK1 PBD block = qHTS for Inhibitors of PLK1-PDB (polo-like kinase 1 - polo-box domain): Primary Screen; 2.8% of 360,000 active; Serine/threonine-protein kinase PLK1 (Homo sapiens), P53350; Potency, µM, inactives show max response, negative = inhibition, hits mostly inhibitors; Plk1 PBD binding of FITC phosphopeptide, fluorescence polarization; also: potency is read from the fitted curve at half-maximal effect; series mostly up to about 57 µM; % is scaled to controls: 0 for no effect and ±100 for the full control effect; nearly all actives have a fitted effect of over 65% in size
Target sequence (P53350 whole entry, looked up, the tested form may be a part): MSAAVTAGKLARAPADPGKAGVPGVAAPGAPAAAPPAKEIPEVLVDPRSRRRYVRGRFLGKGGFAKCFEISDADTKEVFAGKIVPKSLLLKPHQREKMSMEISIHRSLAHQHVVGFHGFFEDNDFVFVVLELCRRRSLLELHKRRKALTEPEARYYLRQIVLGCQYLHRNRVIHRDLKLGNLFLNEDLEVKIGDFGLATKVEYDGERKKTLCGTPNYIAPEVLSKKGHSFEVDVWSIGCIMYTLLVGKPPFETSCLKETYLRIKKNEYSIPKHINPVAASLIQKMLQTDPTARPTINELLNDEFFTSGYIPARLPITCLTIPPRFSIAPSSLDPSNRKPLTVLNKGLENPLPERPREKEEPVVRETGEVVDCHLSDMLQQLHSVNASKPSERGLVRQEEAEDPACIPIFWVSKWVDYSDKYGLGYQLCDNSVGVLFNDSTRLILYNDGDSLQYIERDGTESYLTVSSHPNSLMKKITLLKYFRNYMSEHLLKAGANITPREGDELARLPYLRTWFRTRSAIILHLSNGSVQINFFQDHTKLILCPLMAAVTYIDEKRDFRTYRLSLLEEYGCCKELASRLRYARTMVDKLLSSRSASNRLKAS
* marks the source's active call; other numbers are inactive results; ? = inconclusive; / = no result given; & = joins results of further samples; [ ] = another dose, or the depositor's remark. Unless noted, calls follow the shape of the dose curve; as a rule, active = well fitted curve in the direction sought with a large enough effect; inconclusive = small, poorly fitted or top-dose-only effect, or another doubt; inactive = no such curve, though single readings can be large; an effect the other way counts as inactive or inconclusive.

SMILES	WRN inhibitor	GLP1R cytotox	PI5P4Ka inh	GLP-1R inv ag	IL2 activator	DRD3 agonist	DRD3 antagonist	GLP-1R agonist	PLK1 PBD block
Cc1cc(C)n(CCOc2ccc(Br)cc2)n1	2%	-21%	-4	?	1.2	-1	8	1%	1%
CSc1nc(Sc2ccccc2)c2ccccc2n1	-7%	-5%	18	?	0.2	-8	15	4%	-10%
Cc1ccc(S(=O)(=O)NCCc2cccs2)cc1	2%	3%	2	-5%	0.5	0	0	10%	3%
CCN(CC)C(=O)CCn1nc(-c2ccc(C)cc2)c2ccccc2c1=O	5%	-16%	4	?	-2.1	2	-5	-7%	-6%
COC(=O)c1ccc(/C=N/OCC(=O)NCc2ccc(F)cc2)cc1	4%	-8%[0.307 µM]	-8	-10%[0.307 µM]	0.6	13	12	-6%	-9%
c1ccc(-n2c(SCc3ccncc3)nnc2-c2ccco2)cc1	-27%[57.1 µM]	-7%	3	26%	4.0	-7	33	26%	-9%
Cc1nc(Nc2ccc3c(c2)OCCO3)c2oc3ccccc3c2n1	-4%[57.1 µM]	-25%	-10	-3%	-0.3	0	-2	4%	1%
COc1ccc(N(CC(=O)NCCc2cccc(C)c2)S(=O)(=O)c2c(C)noc2C)cc1	-2%	-9%&-16%	-2	?	-0.3	-4&3	-12	7%&-1%	-11%
CC1(C(=O)NS(=O)(=O)c2ccccc2Cl)CCN1C(=O)c1cccc2ccccc12 (stereo unspecified)	0%	-7%	1	7%	-0.2	1	2	-2%	-1%
COc1ccc(N2CCN(c3cc(C)c4ccc(O)cc4n3)CC2)cc1	-1%	-20%	3	1%	1.9	-1	31	16%	5%
O=C(Nc1ccccn1)c1ccc(Br)c(S(=O)(=O)N2CCCC2)c1	?	20%	-6	17%	-4.6	-19	16	1%	-8%
COc1cc(OC)cc(C(=O)NC(C(=O)NNC(=O)c2ccc(C)cc2)C(C)C)c1 (stereo unspecified)	-2%	1%	0	19%	-0.5	-9	-16	3%	-6%

Shown comma-delimited: part of the list above.
compound,WRN inhibitor,GLP1R cytotox,PI5P4Ka inh,GLP-1R inv ag,IL2 activator,DRD3 agonist,DRD3 antagonist,GLP-1R agonist,PLK1 PBD block
COC(=O)c1ccc(/C=N/OCC(=O)NCc2ccc(F)cc2)cc1,4%,-8%[0.307 µM],-8,-10%[0.307 µM],0.6,13,12,-6%,-9%
c1ccc(-n2c(SCc3ccncc3)nnc2-c2ccco2)cc1,-27%[57.1 µM],-7%,3,26%,4.0,-7,33,26%,-9%

(cont.)
SMILES	WRN inhibitor	GLP1R cytotox	PI5P4Ka inh	GLP-1R inv ag	IL2 activator	DRD3 agonist	DRD3 antagonist	GLP-1R agonist	PLK1 PBD block
C=CCn1c(SCC(=O)NC2CCCC2)nc2ccccc21	-1%	4%	7	-11%	-0.1	-3	23	3%	1%
COc1ccc(C2C(C#N)=C(N)Oc3cccc(O)c32)cc1 (stereo unspecified)	-3%	14%	-10	14%	0.5	0	8	-3%	1%
COC(=O)c1ccc(Oc2ccc(C(C)(C)C)cc2)c([N+](=O)[O-])c1	-15%	12%	6	13%	0.7	-19	1	-4%	-1%
COc1cc(-c2noc(C)c2C#Cc2ccsc2)cc(OC)c1OC	-3%	-26%	10	?	-0.7	-34	0	28%	-18%
CCn1c(SCC(=O)Nc2ccccc2)nc2c1c(=O)n(C)c(=O)n2C	-11%	-2%	/	6%	-1.6	6	2	13%	-3%
CCOC(=O)N1CCN(C(=O)C2COc3ccccc3O2)CC1 (stereo unspecified)	2%	0%	0	4%	-0.9	-2	5	-2%	-15%
O=c1c2ccccc2nc(-c2cccc(Cl)c2)n1O	-19%	6%	/	?	-1.0	-8	-18	18%	-12%
Cc1nnc(SCC(=O)Nc2ccc(N3CCOCC3)cc2)n1Cc1ccccc1	9%	-19%	-3	7%	-0.4	0	-6	8%	-3%
COc1ccccc1OCCN1C(=O)S/C(=C\c2ccco2)C1=O	-37%	1%	-29	?	-3.8	-1	-24	-2%	-22%
CS(=O)(=O)N(CC(=O)N1CCCCCC1)c1cccc(Cl)c1Cl	5%	1%	3	-13%	-0.5	-4	-11	0%	-7%
C=CCN1C(=O)NC(c2ccccc2)(C(F)(F)F)S/C1=C(\C#N)c1nnc(N2CCOCC2)n1-c1ccccc1 (stereo unspecified)	-18%	?	-2	?	-0.3	9	-13	-3%	-27%
CCCCc1ccc(NC(=O)N2CCN(c3cc(C)nc4ccccc34)CC2)c(C)c1	-8%	-21%	-1	?	0.6	3	2	3%	0%
O=C(CCCCn1c(=O)[nH]c2ccsc2c1=O)NCCc1ccccc1	-4%	-22%	6	-6%	0.0	3	10	16%	-8%
O=C(Nn1cnnc1)c1cc2c(s1)CCCC2	-9%	-2%	/	8%	-4.1	3	9	-4%	-12%
O=S(=O)(c1ccc(OCC(O)CN2CCN(c3ccc(F)cc3)CC2)cc1)N1CCOCC1 (stereo unspecified)	-3%	1%	/	2%	-0.9	-18	-25	-1%	-4%
CC(C)CCN(Cc1ccco1)C(=O)c1cc2c(Cl)nc3ccccc3c2s1	/	3%	/	3%	/	12	/	2%	/
NS(=O)(=O)c1ccc(NC(=O)C(Sc2ccccc2)c2ccccc2)cc1 (stereo unspecified)	-5%	1%	3	?	-1.8	3	19	4%	4%
Cc1cc(C)c(N2CCN(S(=O)(=O)N3CCCCCC3)CC2)c(C)c1	-7%	18%	8	10µM*	-1.4	2	-17	-18%	-10%
FC(F)(F)c1ccccc1Cc1c(-c2ccc(Cl)cc2)nc2ccc(Cl)cn12	-13%	-8%	6	?	-0.4	3	26	14%	-22%
CCC(C)(C)NC(=O)CN(C(=O)CCC(=O)Nc1cc(C)ccn1)c1ccc2c(c1)OCO2	-5%	-8%	0	6%	0.0	3	9	5%	0%
CN(CC(=O)Nc1ccccc1Cl)C(=O)COC(=O)CNC(=O)c1ccc(Br)o1	-10%	-10%	0	-10%	-0.9	-2	5	-11%	-4%
COCCN(C(=S)Nc1ccc(OC)cc1)C(C)c1cccs1 (stereo unspecified)	-14%	-30%	11	?	-1.6	-4	-21	-1%	-6%
CC(C)(C)NC(=O)C(c1ccnc2ccccc12)n1c(=O)c(-c2ccco2)nc2ccccc21 (stereo unspecified)	-2%	11%	?	5%	-0.5	10	-5	/	-24%
Cc1cc(NC(=O)CCC(=O)N(c2ccccc2)C(C)C(=O)NC2CCCC2)no1 (stereo unspecified)	3%	1%	8	13%	1.3	-2	7	4%	-2%
Cc1cccc2sc(N(CCCN(C)C)C(=O)c3cc4ccccc4oc3=O)nc12	4%	?	1	?	0.2	-8	0	-8%	-9%
COc1ccc(/C=C/C(=O)NC(=S)Nc2ccc(S(=O)(=O)Nc3cc(OC)ncn3)cc2)cc1	-22%	-6%	-11	6%	0.0	9	-27	2%	?
CS(=O)(=O)N(CC(O)Cn1c2ccccc2c2ccccc21)c1ccccc1 (stereo unspecified)	-5%	-15%	22	?	0.6	1	0	0%	-3%
CC(NC(=O)COC(=O)CNC(=O)c1ccccc1Cl)C1CC2CCC1C2 (stereo unspecified)	?	3%	-6	7%	-0.1	-7	0	1%	-14%
CCc1nc2c(cnn2-c2ccc(C)cc2)c(=O)n1Cc1ccccc1	/	3%	/	?	/	-1	/	-2%	/
NNC(=O)CNc1cccc(Br)c1	-6%	-3%	6	-29%	-1.4	0	-9	-3%	-15%
C(=N\Nc1cc(N2CCCCC2)ncn1)/c1ccco1	9%	0%	-8	48%[activator]	0.3	7	-7	10%	4%
Cc1nn(-c2ccccc2)c(Cl)c1/C=N/N1CCN(c2ccccn2)CC1	-6%	0%	0	-1%	0.8	-5	2	12%	-12%
O=C(Nc1ccccc1)Nc1ccc(NC(=O)c2ccccc2O)cc1	-1%[57.1 µM]	-15%	0	?	-1.9	-1	-6	-7%	1%
O=C(CCN1C(=O)/C(=C\C=C\c2ccccc2)SC1=S)Nc1ccc(C(=O)O)cc1	56µM*	?	?	87%[activator]	1.5	7	-9	3%	24µM*
Cc1cccc(CN2CCN(CC(=O)NCCc3ccc(Cl)cc3)C2=O)c1	/	-17%	/	?	/	-2	/	1%	/
COc1ccc(NC(=O)CSc2nnc(Cc3ccccc3)c(=O)n2N)cc1	-7%	-11%	-5	6%	0.3	0	4	2%	-8%
CN1CCN(C(=O)c2ccc3c(=O)n(Cc4ccc(Cl)cc4)c(=S)[nH]c3c2)CC1	-8%	0%	/	?	4.8	-14	-17	20%	-10%
CCC(=O)Nc1ccc2c(c1)OC[C@@H](C)N(Cc1cccc(F)c1)C[C@@H](C)[C@@H](OC)CN(C)C2=O	4%	-3%	0	14%	-0.2	6	4	/	-10%
Cc1cccc(NC(=O)c2ccc(N3C(=O)C4CCCCC4C3=O)cc2)c1C (stereo unspecified)	-4%	29%	0	1%	-0.3	5	9	-4%	26%
CC(=O)N1CCN(C(c2ccccc2)c2nnnn2C(C)(C)C)CC1 (stereo unspecified)	1%	6%	0	26%	1.6	6	5	3%	1%
COc1ccc([C@H]2CC(=O)C=C(c3ccc4cc[nH]c4c3)C2)cc1	-12%	1%	0	3%	-2.7	6	5	0%	-4%
COc1ccc(N2C(=O)c3ccc(C(=O)Nc4ccc(NC(C)=O)cc4)cc3C2=O)cc1	11%	2%	7	5%	0.4	3	-18	9%	-12%
COC(=O)[C@@]12C[C@@H](CC(=O)N3CCCC3)C(=O)N(CCc3ccc(OC)c(OC)c3)C1=CCC(C)(C)C2	3%	-2%	-3	-1%	0.1	0	5	/	0%
COc1ccc(OCC(=O)Nc2ccc3c(c2)nc2n3CCSC2)cc1	-10%	12%	-16	6%	-2.1	-5	-10	7%	-19%
O=C(NCCCn1ccnc1)c1ccc(Cl)s1	21%	2%	1	2%	-2.3	1	-4	-2%	-2%

Compounds were not picked by outcome. About 7.8% of those tested had a hit in this group.
